IDE cell activ – activators of human insulin-degrading enzyme in cells; P14735; HEK cells, FAbeta-B cleavage, fluorescence polarization; 0% vehicle, 100% cell-free pure enzyme wells; activation, % at 5.96 µM; 340,000 tested, 0.073% active; AID 493087;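 active = activation above the mean of all tested compounds plus 3 SD, set per screening campaign, cut at about 17% in these data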
Target sequence (P14735 whole entry, looked up): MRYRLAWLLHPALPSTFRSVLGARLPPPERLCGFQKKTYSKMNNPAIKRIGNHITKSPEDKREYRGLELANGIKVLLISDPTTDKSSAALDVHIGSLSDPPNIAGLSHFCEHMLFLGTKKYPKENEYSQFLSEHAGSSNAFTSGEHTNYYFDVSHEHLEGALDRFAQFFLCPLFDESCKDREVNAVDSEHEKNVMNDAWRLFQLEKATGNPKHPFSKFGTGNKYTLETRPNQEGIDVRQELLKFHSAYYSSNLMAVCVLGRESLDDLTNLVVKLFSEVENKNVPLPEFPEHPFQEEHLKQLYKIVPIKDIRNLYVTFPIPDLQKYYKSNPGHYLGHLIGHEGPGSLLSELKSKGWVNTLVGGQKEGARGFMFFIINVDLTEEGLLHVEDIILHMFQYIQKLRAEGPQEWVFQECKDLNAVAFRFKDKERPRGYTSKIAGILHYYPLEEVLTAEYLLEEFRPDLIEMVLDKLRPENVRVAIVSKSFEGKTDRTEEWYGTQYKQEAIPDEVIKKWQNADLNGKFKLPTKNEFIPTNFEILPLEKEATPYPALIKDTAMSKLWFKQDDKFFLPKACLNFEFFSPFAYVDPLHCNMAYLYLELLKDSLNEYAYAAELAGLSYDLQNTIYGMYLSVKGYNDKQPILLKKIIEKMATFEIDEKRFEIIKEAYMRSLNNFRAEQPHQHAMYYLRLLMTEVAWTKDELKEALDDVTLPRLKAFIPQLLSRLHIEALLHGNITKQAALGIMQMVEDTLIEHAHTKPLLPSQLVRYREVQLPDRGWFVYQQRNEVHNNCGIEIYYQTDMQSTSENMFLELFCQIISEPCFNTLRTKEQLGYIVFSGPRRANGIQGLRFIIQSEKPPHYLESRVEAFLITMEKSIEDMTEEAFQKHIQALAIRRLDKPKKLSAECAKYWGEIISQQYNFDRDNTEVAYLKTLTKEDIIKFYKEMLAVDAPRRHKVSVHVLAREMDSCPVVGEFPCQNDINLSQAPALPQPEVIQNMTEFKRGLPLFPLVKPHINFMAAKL
NS3 helicase inh – HCV NS3 helicase inhibition; NS3 helicase DNA unwinding, Cy5 molecular beacon fluorescence; AID 1800; 290,000 tested, 0.56% active; inhibition, % at 10.9 µM;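 active = inhibition above the mean of all tested compounds plus 3 SD, set per campaign, cut at about 35% in these data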;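 also: 0% = DMSO wells and 100% = thioflavine S control wells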
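System: Hepatitis C virus NS3 helicase domain fragment enzyme | Reagent: Annealed dual-labelled DNA beacon duplex, ATP-started | Compound dosing: 10.9 µM single point, 0.8% DMSO | Incubation: 1 h reaction at 25 °C, ATP-initiated | Technique: Cy5 fluorescence | Evaluation: Percent inhibition from t60/t0 fluorescence ratio | Benchmarks: Low DMSO, high thioflavine S at 110 µM | Replication: Singlicate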
UBC9 SUMO inh – inhibitors of human SUMOylation (UBC9). 290,000 tested, 0.36% active. AID 2006. inhibition, % at 35 µM. HTRF SUMOylation assay, SAE1/SAE2 + UBC9, in vitro. P63279; in the data active = inhibition above about 50%, passing the limit was not always enough; also: strong numbers were not always called active
GalR3 antagonist – blocks the human galanin receptor 3; HEK293 GalR3-CNG cAMP membrane potential fluorescence; galR3 body fused to GalR1 C-terminus; inhibition, % at 3 µM; 360,000 tested, 0.44% active;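 active = inhibition above the screen-wide average plus 3 SD, cut at about 13% in these data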;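 also: forskolin and galanin both at EC90 stimulate the cells; cAMP rise reported by CNG channel membrane potential dye signal; 0% = forskolin plus galanin with DMSO and 100% = forskolin alone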
VIM-2 inhibitor – inhibitors of Pseudomonas aeruginosa VIM-2 metallo-beta-lactamase; purified VIM-2, nitrocefin hydrolysis, epi-absorbance fluorescence; inhibition, % at 5.6 µM; 290,000 tested, 0.89% active; AID 1527;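 active = inhibition above the mean of all tested compounds plus 3 SD, cutoff set per screening run, cut at about 7.5% in these data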;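 also: red hydrolysis product quenches plate fluorescence so inhibitors raise well fluorescence; 0% = enzyme with DMSO and 100% = DMSO without enzyme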
IMP-1 inh – blocks Pseudomonas aeruginosa IMP-1 metallo-beta-lactamase. purified IMP-1, nitrocefin hydrolysis, epi-absorbance fluorescence. inhibition, % at 5.6 µM. 290,000 tested, 0.45% active. AID 1556;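 active = inhibition above the mean plus 3 SD of all compounds in the same screening run, cut at about 4.5% in these data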;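 also: 0% = IMP-1 with DMSO and 100% = DMSO wells lacking enzyme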
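System: Purified IMP-1 | Read-out basis: Percent enzyme inhibition | Controls: IMP-1 with DMSO as 0%, enzyme-free DMSO as 100% | Replicates: One well per compound | Doses: 5.6 µM nominal single concentration | Detection: Epi-absorbance fluorescence, 480 nm excitation, 530 nm emission | Incubation: 25 °C, 15 min preincubation, 25 min reaction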
CRFR2-BP antag – CRF-BP/CRF-R2 complex antagonism; 350,000 tested, 0.59% active; inhibition, % at 11.8 µM; HEK293 CRF-R2/CRF-BP, CRF-induced calcium fluorescence;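 active = inhibition of the ligand-induced calcium signal above about 50% at the single tested concentration, limit read from the data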
IDE inh – inhibitors of human insulin-degrading enzyme in cells. P14735. HEK cells, FAbetaB cleavage, fluorescence polarization. inhibition, % at 5.59 µM. 320,000 tested, 0.41% active. AID 434962;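 active = percent inhibition above the average of all tested compounds plus 3 SD, set per screening campaign, cut at about 16% in these data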;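 also: IDE supplied by intact live HEK cells; FP after avidin binding of uncleaved biotin substrate so inhibition keeps polarization high; 0% = DMSO wells and 100% = 60 µM reference IDE inhibitor Ii1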
p-CIP stab down – p/CIP protein destabilization; F442A p/CIP-EGFP cells, EGFP fluorescence, 16 h; decrease of EGFP signal, % at 10 µM; 290,000 tested, 0.01% active; AID 1984;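 active = EGFP signal decrease of at least 30% at 10 µM or well 3 SD below plate mean, unless failing retest; inactive = the rest, including hits failing retest or dose response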; also: some compounds called inactive have numbers as strong as hits; many of its hits are not listed in these tables
* marks the source's active call; other numbers are inactive results; / = no result given. No enrichment for hits; 3.2% or so of the library scored in one or more.

SMILES	IDE cell activ	NS3 helicase inh	UBC9 SUMO inh	GalR3 antagonist	VIM-2 inhibitor	IMP-1 inh	CRFR2-BP antag	IDE inh	p-CIP stab down
CC1CC(=O)N(Cc2ccccc2)c2ccccc2N1C=O (stereo unspecified)	2	7	-5	-5	-2.6	-2.7	-8	4	-10
CCN(C[C@H]1N[C@@](Cc2ccccc2)(C(=O)OC)[C@H]2C(=O)N(C)C(=O)[C@@H]12)S(=O)(=O)c1ccc(C(F)(F)F)cc1	2	/	/	-9	/	/	9	1	/
C[C@@H](NC(=O)c1[nH]cnc1C(=O)Nc1cccc(Cl)c1)c1ccccc1	3	/	/	-1	/	/	0	1	/
CCOC(=O)c1c(N)sc2c1C1CCN2CC1	4	-7	-6	-2	-1.0	-1.7	-9	-2	-8
CC1CCCN(CC(=O)NNC(=O)COc2ccc(Br)cc2)C1 (stereo unspecified)	2	/	/	-5	/	/	7	1	/
COc1ccc(S(=O)(=O)N2CCOCC2)cc1NC(=O)COc1cccnc1[N+](=O)[O-]	1	-3	2	-5	0.2	-1.9	7	0	-5
Nc1nnc(SCC(=O)Nc2ccccc2)s1	4	17	13	-5	-0.6	-1.1	-8	3	-8
COc1cc(-c2nc3ccc(C)cn3c2NCc2ccccc2)ccc1SC1CCCCC1	0	/	/	-1	/	/	2	1	/
O=C(COC(=O)c1ccc(Cl)nc1)NC1CCCCCC1	6	/	/	-4	/	/	3	4	/
CCOc1ccc(N2C(=O)CC(SC(=NC)Nc3cccc(OC)c3)C2=O)cc1 (stereo unspecified)	5	-13	-17	-7	-3.6	-2.8	15	-4	-22
Cc1nn2c(N3CCOCC3)cc(C(C)C)nc2c1-c1ccccc1	-3	-15	6	-12	-3.2	-2.6	-17	0	-4
CN(C)c1ccc(/C=N/N2CCN(Cc3ccccc3Cl)CC2)cc1	6	-19	-1	-9	-0.7	-3.1	-7	4	-3
C=CCn1c(NCc2ccc3c(c2)OCO3)nc2ccccc21	6	-11	-3	0	-2.1	-1.0	13	0	2
COc1ccc(-c2cc(NC(=O)c3cncn3-c3ccccc3)ccc2OC)cc1	2	-12	-14	-5	-4.3	-1.5	-4	-2	4
Cc1cc(-c2[nH]nc3c2C(c2ccsc2)C(C#N)=C(N)O3)c(C)s1 (stereo unspecified)	2	9	-8	-13	-1.7	-0.6	-37	-5	-8
COc1ccc(N(CC(=O)NCCC(C)C)C(=O)c2snc(C(=O)NC3CCCCC3)c2N)c(OC)c1	5	-6	-8	-10	-1.5	-0.5	-10	/	-14
CC(O)C(=O)N/N=C/c1cccc(Cl)c1Cl (stereo unspecified)	0	1	57	-4	-2.0	-3.6	33	0	2
O=C(Nc1ccccc1-c1nc2ccccc2[nH]1)c1sc2ccccc2c1Cl	/	11	-37	/	-0.8	-0.8	/	-5	2
COc1ccc(C(=O)Oc2cccnc2)cc1OC	5	-1	8	-1	-3.7	0.1	16	-1	4
S=C(Nc1cc(Cl)ccc1Cl)Nn1cnnc1	/	-4	-1	3	-2.0	-4.8	-10	6	-13
CCCCCC(=O)Nc1c(-c2cccs2)c(=O)c2ccccc2n1C	8	-1	8	-1	-2.7	0.2	17	2	4
CCOC(=O)c1ccc(N2C(=O)c3n[nH]c(-c4ccco4)c3C2c2cccc([N+](=O)[O-])c2)cc1 (stereo unspecified)	2	-6	-7	-3	-4.2	-3.2	-42	-8	-7
Cc1cc2nccc(-c3ccc(Cl)cc3Cl)n2n1	1	-9	-4	-9	-0.7	-1.6	11	-3	-2
CCOc1ccccc1OCc1nn2c(COc3ccccc3)nnc2s1	-1	-4	6	-3	-3.8	-2.6	-9	-2	-7
COc1ccc(-c2nc(CS(=O)CC(=O)NC3CCCCC3)c(C)o2)cc1OC (stereo unspecified)	-1	-12	11	/	-0.1	-2.4	-6	-3	-2

An excerpt from above in order of molar mass, highest first.
SMILES	IDE cell activ	NS3 helicase inh	UBC9 SUMO inh	GalR3 antagonist	VIM-2 inhibitor	IMP-1 inh	CRFR2-BP antag	IDE inh	p-CIP stab down
COc1ccc(N(CC(=O)NCCC(C)C)C(=O)c2snc(C(=O)NC3CCCCC3)c2N)c(OC)c1	5	-6	-8	-10	-1.5	-0.5	-10	/	-14
CCOC(=O)c1ccc(N2C(=O)c3n[nH]c(-c4ccco4)c3C2c2cccc([N+](=O)[O-])c2)cc1 (stereo unspecified)	2	-6	-7	-3	-4.2	-3.2	-42	-8	-7
O=C(Nc1ccccc1-c1nc2ccccc2[nH]1)c1sc2ccccc2c1Cl	/	11	-37	/	-0.8	-0.8	/	-5	2
CC1CCCN(CC(=O)NNC(=O)COc2ccc(Br)cc2)C1 (stereo unspecified)	2	/	/	-5	/	/	7	1	/
C[C@@H](NC(=O)c1[nH]cnc1C(=O)Nc1cccc(Cl)c1)c1ccccc1	3	/	/	-1	/	/	0	1	/
CCCCCC(=O)Nc1c(-c2cccs2)c(=O)c2ccccc2n1C	8	-1	8	-1	-2.7	0.2	17	2	4
Cc1nn2c(N3CCOCC3)cc(C(C)C)nc2c1-c1ccccc1	-3	-15	6	-12	-3.2	-2.6	-17	0	-4
CC1CC(=O)N(Cc2ccccc2)c2ccccc2N1C=O (stereo unspecified)	2	7	-5	-5	-2.6	-2.7	-8	4	-10
CC(O)C(=O)N/N=C/c1cccc(Cl)c1Cl (stereo unspecified)	0	1	57	-4	-2.0	-3.6	33	0	2

(list continues)
SMILES	IDE cell activ	NS3 helicase inh	UBC9 SUMO inh	GalR3 antagonist	VIM-2 inhibitor	IMP-1 inh	CRFR2-BP antag	IDE inh	p-CIP stab down
CCOc1ccc(NC(=O)CSc2nnc(C34CC5CC(CC(C5)C3)C4)n2C)cc1	-25	24	15	0	-2.4	-3.7	19	9	-8
COc1ccc(C(=O)NCCc2c[nH]c3ccccc23)cc1S(=O)(=O)N1CCOCC1	-4	-2	-2	-4	-1.0	-5.1	2	-1	-8
COC(=O)c1ccc[n+](CC(=O)c2ccc(Br)cc2)c1	-6	11	16	-11	-2.3	-2.8	29	0	-29
Cc1cn2c(N)c(/C=C3\C=Nc4ccccc43)c(=O)nc2s1	3	1	27	-2	-1.0	0.1	13	-1	3
COc1ccc(CC(=O)NC2CCN(Cc3nnnn3C(C)(C)C)CC2)cc1OC	2	2	6	0	-1.0	-1.2	14	0	2
O=C(Nc1cc(Cl)cc(Cl)c1)c1cnn2cccnc12	-5	9	-5	2	-1.8	0.5	-26	2	2
O=C(N/N=C/c1ccccn1)c1ccccc1	-2	2	-11	1	-2.8	-1.3	18	4	4
CC1(C)CC(=O)C(C(=O)Cc2ccccc2[N+](=O)[O-])C(=O)C1	3	0	14	-6	-3.2	-3.6	5	3	-10
Nc1cc(C(=O)O)c(N)c2c1C(=O)c1ccccc1C2=O	6	30	-232	/	2.4	-1.9	9	1	-2
Cc1nc2c3cc(Cl)ccc3n(CCN3CCOCC3)c2s1	3	-4	12	3	-0.2	-1.2	-19	4	-20
CN(C)C(=O)c1ccc(NC(=O)c2cccc(S(=O)(=O)N3CCCc4ccccc43)c2)cc1	-1	/	/	-5	/	/	10	8	/
Cc1ccc(S(=O)(=O)/C(C#N)=C/c2c(N3CCC(C(N)=O)CC3)nc3ccccn3c2=O)cc1	1	3	41	-4	5.9	-1.2	-7	-5	-16
CCCCn1c(NS(=O)(=O)c2ccccc2)c(S(=O)(=O)c2ccc(C)cc2)c2nc3ccccc3nc21	-9	13	/	-1	-1.0	-3.7	-40	-8	-9
O=C(NNC1=NCCC1)C1CC1	7	26	14	-6	-1.7	-1.7	2	3	12
COc1ccc(CN2CCNC(=O)C2CC(=O)NCCc2nc(C)c(C)s2)cc1C (stereo unspecified)	1	-43	-7	-3	-5.1	3.4	4	1	3
O=C(NCc1ccncc1)C(=O)Nc1nc2ccccc2s1	4	4	15	-7	-3.1	-4.5	-9	1	-4
O=C(OCCOCCN=C1NS(=O)(=O)c2ccccc21)c1ccccc1	2	-9	20	-9	-0.9	-1.5	6	1	-11
O=C(OCc1cc2ccccc2[nH]c1=O)C1CCCO1 (stereo unspecified)	7	2	9	-3	1.0	-0.3	9	9	2
CC1(C)C(c2ccccc2)=NC(c2ccccc2)N1O (stereo unspecified)	3	3	5	-4	3.5	-0.6	17	10	-8
COc1ccc(C(=O)c2sc(Nc3ccccc3)nc2N)cc1	-6	-35	10	-5	-0.1	-0.1	-21	/	-5
Cc1ccc(C(=O)NCCN2CCCC2)cc1	0	-3	0	1	-2.2	2.0	8	9	-1
COc1cccc(-n2c(CNC(=O)OC(C)(C)C)n[nH]c2=S)c1	5	6	-4	1	19*	-5.0	2	3	4
CCCCOc1cccc(NC(=O)CSc2nccn2C)c1	2	-8	6	-4	-1.7	-4.9	-13	1	-8
CC(C)=Cc1oc2ccc([N+](=O)[O-])cc2c1N1CC(C)OC(C)C1 (stereo unspecified)	3	5	21	-7	-4.3	-3.5	-34	0	0
CN(C)c1ccc(/C=C/c2cc[n+](C)cc2)cc1	-21	3	-2	3	-2.3	-4.6	-68	16	-311
(cont.)
SMILES	IDE cell activ	NS3 helicase inh	UBC9 SUMO inh	GalR3 antagonist	VIM-2 inhibitor	IMP-1 inh	CRFR2-BP antag	IDE inh	p-CIP stab down
Cc1ccc(-n2c([C@@H]3C[C@H]3c3ccccc3)n[nH]c2=S)cc1	1	1	3	-3	-1.9	0.0	0	4	-8
O=C(Nc1ccc(Cl)cc1)N1CCN(c2ncccn2)CC1	3	6	44	-1	-0.7	-3.1	-5	5	-3
CC(Oc1ccc(Cl)cc1Cl)C(=O)/C=C/N(C)C (stereo unspecified)	5	9	21	-5	0.5	-2.6	5	9	-2
NC(=O)c1nn(-c2cccc(Cl)c2)c(=O)cc1O	4	3	-4	2	-0.2	-2.5	10	3	8
N#Cc1c(NC(=O)COC(=O)c2ccc(O)cc2O)sc2c1CCC2	-1	/	/	-2	/	/	-6	0	/
CN1CCC(=NNC(=O)CN(c2ccc([N+](=O)[O-])cc2)S(=O)(=O)c2ccccc2)CC1	-1	0	-2	-3	-3.1	-2.1	3	2	-5
Cc1ccc(-n2nnnc2SCc2nc3sc(C)c(C)c3c(=O)[nH]2)cc1	-2	-1	29	-1	-4.4	-3.4	-1	8	-1
O=C(NC(=S)Nc1ccccc1OC(F)F)c1ccc2c(c1)OCO2	2	/	/	-3	/	/	-3	4	/
CCOc1ccccc1/C=N/n1c(C)nc2ccccc2c1=O	3	5	15	-3	-1.9	-2.3	-1	-2	-16
O=C(c1ccc(F)cc1)n1c(NCc2ccccc2)n[nH]c1=S	3	3	21	1	0.1	-3.3	-25	8	-11

Compound activity from PubChem BioAssay.
